LMPTP block – LMPTP (human) inhibition. recombinant LMPTP-A, OMFP fluorogenic substrate, fluorescence intensity. P24666. 0.22% of 360,000 active. inhibition, % at 20 µM;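 active = compounds that cut the enzyme signal by at least half of the control window in the single-dose screen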;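 note: plate controls were DMSO wells with enzyme plus substrate for no effect and substrate without enzyme for full effect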
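Assay system: LMPTP-A enzyme. Input: 0.625 nM LMPTP-A final. Probe or stimulus: 400 µM OMFP. Compound dosing: single 20 µM dose. Schedule: 50 min dark incubation at room temperature. Detection: fluorescence intensity of OMFP turnover product. Read-out: percent inhibition versus substrate-only and uninhibited controls. Benchmarks: no-enzyme low control, uninhibited high control.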
Tb MetRS inh – Trypanosoma brucei MetRS inhibition. purified T. brucei MetRS, ATP depletion, Kinase-Glo luminescence. AID 624268. inhibition, % at 11.9 µM. 0.4% of 360,000 active;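 active = inhibition above a per-plate cutoff of the control wells' mean inhibition plus 3 SD, cut at about 5.5% in these data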;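 note: 0% = DMSO wells median and 100% = median of wells with control inhibitor compound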
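System: purified T. brucei MetRS enzyme / Detection: Kinase-Glo luciferase luminescence reporting remaining unconsumed ATP / Medium: HEPES buffer with MgCl2, KCl, DTT, spermine, BSA, pyrophosphatase / Replication: singlicate, one well per compound / Evaluation: percent inhibition relative to median high and low control wells / Schedule: 2 h aminoacylation at 25 °C after 15 min preincubation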
SUMO1 PPI mod – alters human SUMO1 binding to SIM partners; P63165; SUMO1 binding to a labelled peptide, TR-FRET, 1 h; inhibition, % at 20 µM; 0.33% of 360,000 active; in the data active = inhibition above about 37%
Target sequence (P63165 whole entry, looked up): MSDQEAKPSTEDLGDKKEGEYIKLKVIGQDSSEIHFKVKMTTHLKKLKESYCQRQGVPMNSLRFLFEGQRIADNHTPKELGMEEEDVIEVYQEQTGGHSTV
MsrA inhibitor – inhibitors of bovine MsrA | purified bovine MsrA, absorbance read-out | inhibition, % at 15.5 µM | 0.75% of 360,000 active | AID 651718; in the data active = inhibition above about 4.5%;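 note: 0% = vehicle wells with enzyme and 100% = reference inhibitor wells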
Scp-1 inhibitor – inhibitors of human Scp-1 phosphatase; AID 493091; Q9GZU7; inhibition, % at 20 µM; 0.88% of 340,000 active; Recombinant Scp1, phosphopeptide, malachite green phosphate absorbance;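 active = inhibition above about 50% at 20 µM, limit read from the data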;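 note: plate controls were DMSO wells with enzyme for no effect and wells lacking enzyme for full effect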
Target sequence (Q9GZU7 76-261 limits assumed): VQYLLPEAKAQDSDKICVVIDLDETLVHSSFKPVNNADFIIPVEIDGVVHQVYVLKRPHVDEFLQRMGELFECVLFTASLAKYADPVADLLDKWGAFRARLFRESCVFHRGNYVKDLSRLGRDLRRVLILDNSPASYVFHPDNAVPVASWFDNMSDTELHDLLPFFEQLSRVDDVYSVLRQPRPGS
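Material: truncated SCP-1 phosphatase (76-261aa) / Buffer or medium: 50 mM Tris acetate pH 5.5, 0.005% Tween-20, 10 mM MgCl2 / Compound dosing: one concentration, 20 µM, with 1.0% DMSO / Incubation: 45 min room-temperature reaction, 5 min colour, 30 min stabiliser / Detection: colorimetric free-phosphate detection, absorbance 630 nm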
NRP1-CendR mod – alters CendR peptide binding to human NRP-1. O14786. FAM-RPARPAR peptide binding to NRP-1, fluorescence polarization. inhibition, % at 25 µM. 0.85% of 360,000 active. AID 602438;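 active = inhibition or corrected inhibition above about 18%, plus a signal ratio from 0.5 to 1.5, limit read from the data, passing the limit was not always enough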; note: strong numbers were not always called active
DNMT1 block – DNMT1 (human) enzyme inhibition; inhibition (reported as % activation of signal), % at 10 µM; 0.83% of 360,000 active; DNMT1 molecular beacon, Hinp1I cleavage, fluorescence; P26358; in the data active = inhibition above about 50%
STEP block – STEP (human) phosphatase inhibition; P54829; recombinant STEP, OMFP fluorogenic substrate, fluorescence; inhibition, % at 20 µM; 0.25% of 360,000 active; AID 588621;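 active = inhibition at 20 µM, scaled per plate between control wells, above about 37%, limit read from the data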;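 note: 0% = DMSO with enzyme and substrate and 100% = substrate only without enzyme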
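Material: STEP (striatal-enriched tyrosine phosphatase) enzyme, cell-free | Medium: 50 mM Bis-Tris pH 6.0 with 2.5 mM DTT and 0.005% Tween 20 | Read-out: Percent inhibition scaled to no-enzyme and uninhibited-enzyme controls, plate-pattern corrected | Signal: Fluorescence read at 480 nm ex / 540 nm em | Times: 20 min reaction, room temperature, in the dark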
bovine MsrA act – activates bovine MsrA enzyme; purified bovine MsrA, absorbance read-out; activation, % at 10.6 µM; 0.3% of 360,000 active; in the data active = activation above about 7.5%;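 note: 0% = vehicle and 100% = reference activator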
eLon inh – inhibits E. coli Lon protease. inhibition, % at 7.94 µM. AID 602123. 0.42% of 360,000 active. purified E. coli Lon protease, fluorescence polarization; in the data active = inhibition above about 13%, passing the limit was not always enough;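 note: 0% = enzyme with probe and DMSO and 100% = no enzyme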
Target sequence (P0A9M0 whole entry, looked up): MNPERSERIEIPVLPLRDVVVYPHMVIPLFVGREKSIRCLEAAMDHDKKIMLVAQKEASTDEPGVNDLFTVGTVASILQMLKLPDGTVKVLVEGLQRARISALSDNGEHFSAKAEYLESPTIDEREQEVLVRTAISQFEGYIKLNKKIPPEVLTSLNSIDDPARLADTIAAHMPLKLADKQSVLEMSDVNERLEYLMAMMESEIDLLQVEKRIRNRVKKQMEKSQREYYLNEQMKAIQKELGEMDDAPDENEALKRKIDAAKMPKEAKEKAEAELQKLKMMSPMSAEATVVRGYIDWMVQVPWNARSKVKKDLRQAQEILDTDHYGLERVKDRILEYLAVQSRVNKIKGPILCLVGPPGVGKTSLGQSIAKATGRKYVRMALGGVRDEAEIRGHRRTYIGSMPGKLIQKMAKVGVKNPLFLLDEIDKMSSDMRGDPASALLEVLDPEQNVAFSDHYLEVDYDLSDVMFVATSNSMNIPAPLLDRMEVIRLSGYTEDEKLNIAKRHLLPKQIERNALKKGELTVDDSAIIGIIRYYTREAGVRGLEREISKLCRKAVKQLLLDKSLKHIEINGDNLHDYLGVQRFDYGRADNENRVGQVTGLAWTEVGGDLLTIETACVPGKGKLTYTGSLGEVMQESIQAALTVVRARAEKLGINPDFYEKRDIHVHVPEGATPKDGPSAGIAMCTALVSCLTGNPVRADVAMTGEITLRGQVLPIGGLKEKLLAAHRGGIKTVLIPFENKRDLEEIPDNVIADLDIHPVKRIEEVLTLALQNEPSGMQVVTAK
Active calls of the source: *; . = not tested or not shown. Hits appear at their usual frequency. Share with any hit: about 4.3%.

SMILES | LMPTP block | Tb MetRS inh | SUMO1 PPI mod | MsrA inhibitor | Scp-1 inhibitor | NRP1-CendR mod | DNMT1 block | STEP block | bovine MsrA act | eLon inh
Cc1c2cnn(-c3ccccc3)c(=O)c2c(C)n1CCCC(=O)N1CCN(C)CC1 | -3.7 | 0.2 | -15.3 | 1.0 | -8.4 | 0.6 | -4.4 | -4.0 | -0.9 | -7.3
CCCCn1c(SCC(=O)Nc2ccc(C)c(S(=O)(=O)N3CCOCC3)c2)nnc1C(CC)N(C)C (centres undefined) | -1.5 | -0.5 | -1.7 | -0.9 | -3.4 | 5.7 | -0.7 | -1.9 | -0.9 | -7.0
COc1cc(Cl)cc(NC(=O)CCN2CCN(C)CC2)c1 | -2.1 | -0.1 | 3.7 | -0.5 | -9.7 | -1.4 | 2.3 | -1.0 | -0.6 | -3.9
CCC(CC)=NNc1ccc([N+](=O)[O-])cc1[N+](=O)[O-] | 0.3 | -1.5 | -11.3 | -0.3 | -3.2 | 10.0 | -0.4 | 0.2 | -12.1 | 6.1
CC(C)(C)NC(=O)NC(=O)COC(=O)c1cc(=O)[nH]c2ccccc12 | 0.3 | -0.1 | -6.1 | 0.3 | -4.8 | 5.0 | -3.9 | 0.9 | -2.7 | -4.5
CC(C)Cc1nc(Nc2ccccc2C#N)c2nnn(Cc3ccccc3)c2n1 | 6.9 | -0.4 | 7.1 | 1.1 | -5.0 | -7.3 | 2.7 | 0.5 | 2.0 | 0.1
COCCNC(=O)CCCn1c(=O)c2ccccc2n(Cc2cccc([N+](=O)[O-])c2)c1=O | -1.0 | 1.7 | -9.4 | -0.9 | -8.4 | -8.5 | -1.3 | -2.5 | -4.5 | 2.0
CCn1nc(C)c(CN2CCCC(CO)(Cc3cccc(Cl)c3)C2)c1C (centres undefined) | 1.1 | -0.7 | -0.6 | -1.4 | -9.0 | -6.1 | -0.8 | 0.8 | -3.4 | 3.7
Cc1cc(C)n2nc(SCCOc3ccccc3)nc2n1 | -1.4 | -0.6 | -7.8 | 0.3 | 4.8 | 2.0 | 0.5 | -0.9 | 1.6 | 3.3
CC(C)Nc1nc(NNc2nc(Cl)nc(NC(C)(C)C)n2)nc(NC(C)C)n1 | -2.7 | 0.0 | 0.6 | -0.1 | -34.4 | 3.6 | 0.9 | -2.9 | 2.6 | -1.6
CCCN(Cc1cc2cccc(C)c2[nH]c1=O)S(C)(=O)=O | -2.6 | -0.5 | -0.8 | . | -7.7 | 2.7 | -0.9 | -1.9 | -4.3 | 4.8
CCN(CC)Cc1c(C(=O)N/N=C/c2cccc3ccccc23)nnn1-c1nonc1N | 2.2 | -0.7 | -13.0 | -0.1 | 8.9 | 9.4 | 0.1 | -0.5 | -6.4 | -0.2
CCN(CC(=O)NC1CCS(=O)(=O)C1)S(=O)(=O)c1ccc(Br)cc1 (centres undefined) | -1.4 | -0.2 | 1.4 | -0.1 | 0.0 | -5.0 | 8.1 | -1.1 | -3.4 | 0.7
O=C(Nc1cccc2ccccc12)NC1CCCCC1O (centres undefined) | -0.1 | -0.3 | -8.4 | 0.2 | 0.6 | 3.0 | 2.5 | -0.6 | 0.9 | 3.1
Nc1cnccc1C(=O)O | 1.5 | 0.1 | 3.3 | 0.4 | 4.7 | 135.0 | 5.0 | -0.5 | -2.6 | 131.0*
Cc1ccc2c(CC(=O)N3CCOCC3)coc2c1 | -1.3 | -0.3 | 0.1 | 1.1 | -1.4 | -0.1 | 8.3 | -2.8 | -9.8 | 3.3
COc1cc(OC)cc(C(C)=O)c1 | -2.6 | -0.1 | -0.4 | 0.3 | -7.8 | 9.6 | -0.5 | -3.3 | 2.5 | -2.9
COC(=O)[C@@]12CCCN1[C@H](c1ccc(-c3ccc(C(C)=O)cc3)c(OC)c1)[C@H]1C(=O)N(C)C(=O)[C@H]12 | -1.6 | 0.5 | 3.0 | 1.9 | -5.8 | 3.1 | -2.5 | -3.3 | -2.0 | -5.7
COc1ccc(-n2c(=O)c3ccccc3n(CC(=O)c3ccccc3)c2=O)cc1OC | -0.5 | -0.2 | -0.1 | -0.7 | -5.6 | -1.1 | 4.5 | -1.0 | -4.5 | -2.6
Cn1ccnc1SCC(=O)Nc1cccc(S(=O)(=O)N2CCCCC2)c1 | 1.5 | -0.2 | 0.0 | -0.4 | -2.0 | 9.1 | 1.1 | -1.7 | -8.5 | -0.7
Cc1csc(NC(=O)c2cc3c(s2)-c2ccccc2OC3)n1 | 1.0 | -0.7 | 4.3 | 0.8 | -12.2 | 5.4 | 1.4 | -1.4 | -0.5 | -8.1
CCCc1nnc(NC(=O)CCC(=O)N2CCC(C)CC2)s1 | 0.8 | -0.1 | -6.9 | 0.8 | -4.7 | 8.3 | 1.6 | 1.4 | 1.0 | -5.7
CC1=C(C(N)=O)C(c2ccc3c(c2)OCO3)n2nc(-c3cccc(C)c3)nc2N1 (centres undefined) | -0.2 | 0.0 | 1.9 | 1.0 | 3.4 | 13.2 | -2.2 | 2.2 | 2.8 | 2.0
CCOC(=O)CSc1nnc([C@H](Cc2ccccc2)NC(=O)OC(C)(C)C)o1 | 1.2 | -0.1 | 2.3 | -1.0 | -1.2 | -5.7 | -0.7 | -0.4 | -0.7 | 2.2
CC(C(=O)c1ccccc1)n1c(N2CCOCC2)nc2c1c(=O)n(C)c(=O)n2C (centres undefined) | -2.5 | -1.4 | 4.4 | -1.4 | -7.6 | 7.9 | 6.5 | -4.4 | -10.2 | -8.2

Laid out differently: entries from further up
SMILES	LMPTP block	Tb MetRS inh	SUMO1 PPI mod	MsrA inhibitor	Scp-1 inhibitor	NRP1-CendR mod	DNMT1 block	STEP block	bovine MsrA act	eLon inh
CCOC(=O)CSc1nnc([C@H](Cc2ccccc2)NC(=O)OC(C)(C)C)o1	1.2	-0.1	2.3	-1.0	-1.2	-5.7	-0.7	-0.4	-0.7	2.2
CC(C(=O)c1ccccc1)n1c(N2CCOCC2)nc2c1c(=O)n(C)c(=O)n2C (centres undefined)	-2.5	-1.4	4.4	-1.4	-7.6	7.9	6.5	-4.4	-10.2	-8.2

New compounds follow
SMILES | LMPTP block | Tb MetRS inh | SUMO1 PPI mod | MsrA inhibitor | Scp-1 inhibitor | NRP1-CendR mod | DNMT1 block | STEP block | bovine MsrA act | eLon inh
CC1CCC(C(C)C)C(OC(=O)Cn2c(-c3ccc(F)cc3)[n+](C)c3ccccc32)C1 (centres undefined) | -1.2 | -0.6 | 2.9 | -0.6 | 13.3 | -6.8 | 4.1 | -0.5 | 0.1 | 0.7
Cc1nc2ccc(S(=O)(=O)CCC(=O)NCCc3ccccc3)cc2s1 | 0.4 | -0.3 | 5.7 | 0.2 | . | 1.7 | -1.8 | -3.3 | 0.4 | -1.6
C/C(=N\OC(=O)c1ccccc1)c1c(C)nc2cc(C)ccn12 | -1.9 | -0.9 | 5.2 | 0.3 | -3.0 | -4.9 | -0.9 | -1.4 | -3.5 | -6.9
COc1ccc(OC)c(S(=O)(=O)N2CCC(C(=O)Nc3cccc(C)c3)CC2)c1 | -0.8 | -0.3 | -0.2 | -1.0 | -7.2 | -7.1 | -3.5 | -0.4 | -0.5 | -8.5
COC(=O)c1cc(NC(=O)CN(C)Cc2ccccc2)cc(C(=O)OC)c1 | -0.4 | -0.4 | -0.5 | -0.5 | 9.0 | -10.7 | -0.9 | 2.4 | -3.4 | -7.8
COc1ccc(OC)c(C(=O)c2c(C)oc3cc([N+](=O)[O-])c(O)c([N+](=O)[O-])c23)c1 | 2.0 | -0.1 | -39.1 | 2.7 | -1.7 | -4.4 | -2.6 | 4.7 | -3.8 | -3.8
O=C(Nc1nnc(C(F)(F)F)s1)c1ccc(N2C(=O)C3C4C=CC(C4)C3C2=O)cc1 (centres undefined) | -1.2 | -1.0 | 1.5 | 0.6 | -6.3 | -11.9 | 0.6 | -3.6 | 3.0 | 2.9
C/C(=C\c1ccc(Cl)cc1)C(=O)c1c(C)cc(C)[nH]c1=O | -0.7 | 1.4 | -1.2 | 0.3 | 1.2 | 4.7 | -5.2 | 0.1 | -3.6 | -4.3
CCOc1ccc(/C=C/C(=O)NC2CCCCC2)cc1 | -2.1 | -2.4 | -4.7 | 1.4 | 0.4 | -0.8 | 0.1 | -0.6 | -3.1 | 11.1
C=CCn1c(COc2ccccc2)nnc1SC(C)C(=O)N/N=C/c1cc(Cl)ccc1O (centres undefined) | 3.0 | -0.9 | 21.8 | 0.9 | -15.0 | 1.5 | -2.9 | -2.7 | -0.7 | 6.2
Cc1cc(C)n(CCCNC(=O)c2ccc(C)o2)n1 | -1.6 | -0.1 | 2.2 | 0.4 | -5.0 | -1.4 | 3.7 | -2.6 | -2.8 | -8.3
O=C(c1ccc(CS(=O)c2cccc(Cl)c2)o1)N1CCCCCC1 (centres undefined) | -0.8 | -0.2 | 3.5 | -0.2 | -1.4 | 12.1 | 1.0 | 1.1 | -2.1 | 0.0
CN(Cc1ccccc1Br)C(=O)CSc1nnnn1C1CC1 | -0.7 | 0.0 | 2.6 | -0.4 | -9.8 | -1.4 | -1.7 | 1.0 | -1.2 | -1.1
CCOC(=O)/C=c1/s/c(=C\c2c(OC)ccc3ccccc23)c(=O)n1CC(=O)NCC1CCCO1 (centres undefined) | 1.1 | -0.2 | -21.1 | 2.0 | -16.2 | -48.6 | -8.1 | -0.9 | -2.9 | -49.6
CCOC(=O)[C@@H]1[C@H]2COc3ccccc3[C@@H]2N2C(=O)N(c3ccc(F)cc3)C(=O)[C@]12C | 0.5 | -0.1 | -1.3 | 0.9 | -11.3 | 9.1 | -1.0 | -1.7 | -2.1 | -2.2
COc1cc(NS(=O)(=O)c2ccc(NC(=O)c3ccc(S(=O)(=O)N4CCCCC4)cc3)cc2)ncn1 | -0.8 | -0.8 | 3.1 | 1.3 | -2.7 | -3.9 | -4.3 | 1.2 | -8.7 | 0.1
COc1ccccc1NC(=O)NNC(=O)c1ccc2ccccc2c1O | 1.0 | 0.2 | 2.9 | 1.5 | -17.0 | -8.7 | -3.6 | 2.2 | -1.8 | 1.5
CCCn1cnc2cc(NCc3ccccc3O)ccc21 | 1.1 | -0.1 | 1.3 | -0.5 | -13.5 | 7.9 | 3.2 | -0.4 | -2.9 | -3.8
Cn1cc(CNC(=O)c2cc(-c3ccc(Br)cc3)nc3ccccc23)cn1 | 0.0 | 0.2 | -9.3 | 0.2 | -4.0 | -4.1 | 0.4 | 3.0 | -5.4 | 1.8
Cc1cccc(NC(=O)c2cccc(S(=O)(=O)Nc3c(C)n(C)n(-c4ccccc4)c3=O)c2)c1 | 0.9 | -0.1 | 12.5 | 0.5 | -9.0 | 14.1 | -2.9 | 0.7 | -1.7 | -4.5
O=C(N/N=C/c1cccs1)c1cc(C2CC2)nc2ccccc12 | -1.4 | -0.3 | -7.4 | 0.6 | -4.9 | 3.7 | -3.5 | -0.9 | -2.8 | 3.1

From PubChem BioAssay
